Screening results deposited in PubChem BioAssay by several laboratories.
CYP2C9 activ – CYP2C9 (human) activation; recombinant CYP2C9, luciferin-H conversion, luminescence; hits give high values; factor 1 = untreated enzyme, 0 = blocked; activation factor at 5 µM; hit rate 1.4% among 96,000;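 active = activation factor of 2 or more for CYP2C9 at a 5 µM dose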;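 note: 0 = sulfaphenazole-blocked wells and 1 = vehicle-only wells; values of inactives mirror those of a sister screen read the other way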
PLK1 PBD inh – inhibitors of human Plk1 polo box domain binding. P53350. Plk1 PBD phosphopeptide binding, fluorescence polarization. inhibition, %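 (tested at about 20 µM)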. hit rate 0.13% among 97,000. AID 693; in the data active = inhibition above about 34%, passing the limit was not always enough
Target sequence (P53350 whole entry, looked up, the tested form may be a part): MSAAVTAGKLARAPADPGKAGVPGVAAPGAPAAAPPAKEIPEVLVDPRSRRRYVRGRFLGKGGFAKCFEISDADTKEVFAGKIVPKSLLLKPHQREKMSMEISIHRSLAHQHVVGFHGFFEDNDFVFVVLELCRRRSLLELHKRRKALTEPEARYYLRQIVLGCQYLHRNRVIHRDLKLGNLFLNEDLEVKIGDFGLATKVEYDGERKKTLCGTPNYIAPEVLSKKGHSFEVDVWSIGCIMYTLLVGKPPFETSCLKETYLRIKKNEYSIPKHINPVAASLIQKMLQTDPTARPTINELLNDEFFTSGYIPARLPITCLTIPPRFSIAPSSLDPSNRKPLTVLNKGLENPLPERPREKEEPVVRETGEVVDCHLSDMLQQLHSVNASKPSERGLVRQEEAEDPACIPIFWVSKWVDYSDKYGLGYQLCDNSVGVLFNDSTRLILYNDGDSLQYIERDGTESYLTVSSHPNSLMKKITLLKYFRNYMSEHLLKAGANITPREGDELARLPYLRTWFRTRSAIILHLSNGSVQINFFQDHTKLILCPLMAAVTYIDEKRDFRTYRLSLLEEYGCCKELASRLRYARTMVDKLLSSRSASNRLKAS
HIV Rev-RRE inh – inhibitors of HIV-1 Rev-RRE RNA interaction. P05866. Rev peptide-RRE RNA binding, FRET. inhibition, % at 8 µM. hit rate 0.79% among 97,000;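 active = inhibition above the screen-wide mean plus 3 SD, cut at about 35% in these data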;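 note: 0% = median DMSO wells and 100% = median Neomycin B control wells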
Target sequence (P05866 whole entry, looked up): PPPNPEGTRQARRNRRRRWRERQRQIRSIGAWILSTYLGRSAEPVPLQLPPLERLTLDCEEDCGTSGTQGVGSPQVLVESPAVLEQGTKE
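Test system: Cy5-tagged RRE RNA duplex with fluorescein-tagged Rev peptide | Read-out: % inhibition of FRET ratio versus controls | Probe or stimulus: Labelled Rev peptide | Incubation: 5 min RNA-compound premix plus 15 min binding step, 25 °C | Technique: FRET fluorescence readout | Benchmarks: DMSO low control, neomycin B high control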
CYP2C19 activ – cytochrome P450 2C19 (human) activation | P33261 | recombinant CYP2C19, luciferin-H EGE luminescence; hits give high values; 0 = fully inhibited enzyme, 1 = untreated enzyme | activation factor at 5 µM | 96,000 tested, under 10 active;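 active = activation factor of at least 2 at 5 µM in the primary screen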;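 note: 0 = wells with 2.5 mM tranylcypromine and 1 = vehicle-only wells; values of inactives mirror those of a sister screen read the other way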
CYP2C19 inh – inhibitors of human CYP2C19; P33261; CYP2C19 Supersomes, luciferin-H EGE luminescence, 30 min; hit rate 21% among 96,000; AID 778; inhibition, % at 5 µM;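 active = CYP2C19 inhibition above a set limit at 5 µM in the primary screen, cut at about 50% in these data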;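 note: plate controls were negative control wells for no effect and 2.5 mM tranylcypromine positive control for full effect; values of inactives mirror those of a sister screen read the other way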
PLK1 kinase inh – PLK1 (human) kinase inhibition | P53350 | recombinant PLK1 kinase, TR-FRET peptide phosphorylation | inhibition, % at 10 µM | hit rate 0.53% among 97,000 | AID 619;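 active = inhibition of 50% or more in the single-concentration screen; inactive = inhibition below 50%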;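 note: 0% = DMSO max control and 100% = H-89 dihydrochloride min control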
EphB4 ephrin blk – EphB4-ephrin-B2 interaction antagonism; AID 720; inhibition, % at 7 µM; hit rate 0.15% among 97,000; P54760; EphB4 LBD / TNYL-RAW-Alexa532 peptide, fluorescence polarization;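 active = inhibition above the screen-wide mean inhibition plus 3 SD, cut at about 15% in these data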;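 note: 0% = DMSO wells and 100% = excess unlabeled TNYL-RAW peptide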
PLAP act – human PLAP activation | activation fold at 20 µM | P05187 | purified PLAP enzyme, luminescent substrate read-out; hits give high values | hit rate 1.2% among 96,000; in the data active = activation fold above about 2
CYP2C9 inh – human CYP2C9 inhibition. inhibition, % at 5 µM. CYP2C9 Supersomes, luciferin-H conversion, luminescence. hit rate 20% among 96,000. P11712;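 active = blocking of liver enzyme CYP2C9 beyond about 50% at 5 µM, limit read from the data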; note: values of inactives mirror those of a sister screen read the other way
An asterisk follows results filed as active; i = inactive; . = not tested or not shown.

SMILES	CYP2C9 activ	PLK1 PBD inh	HIV Rev-RRE inh	CYP2C19 activ	CYP2C19 inh	PLK1 kinase inh	EphB4 ephrin blk	PLAP act	CYP2C9 inh
COC(=O)COc1ccc(S(=O)(=O)NCCC2=CCCCC2)cc1	0.3	-19	12	0	95*	-7	4	1.1	69*
Cn1nnnc1SCC(=O)Nc1c(Cl)cccc1Cl	0.8	-25	12	0.9	10	-3	3	1	15
COCCCNC(=O)CCSc1ccc(Cl)cc1	0.8	.	.	0.5	46	.	.	0.9	20
Cc1cc(=O)[nH]c(SCC(=O)Nc2ccc(C(=O)O)cc2)n1	0.8	2	10	0.9	14	-9	1	1.1	16
COc1ccc(S(=O)(=O)NCC(c2cccnc2)N2CCN(c3ccccc3OC)CC2)cc1C (stereo unspecified)	0.6	8	5	0.3	74*	0	-9	1.6	43
N#Cc1ccccc1Sc1ccccc1N	0.4	-11	0	0.4	57*	-7	-7	0.7	59*
CC(=O)Nc1cccc(C(=O)/C=C/c2ccco2)c1	2.3*	12	1	0.5	47	-9	4	0.9	-126
O=c1c2ccccc2[nH]c(=S)n1CCCN1CCN(C2CCCCC2)CC1	1.1	17	-1	0.8	18	-8	8	1.4	-12
C=CCn1c(SCC(=O)NCc2ccc3c(c2)OCO3)nnc1C1COc2ccccc2O1 (stereo unspecified)	0.5	-1	2	0.4	65*	-4	-7	1.6	53*
CS(=O)(=O)Nc1ccccc1C(=O)Nc1ccc2c(c1)OCCO2	0.3	7	-1	0.9	11	-7	-3	0.8	73*
CN1C(=O)N(C)C2(c3ccccc3)N(C)C(=O)NC12c1ccccc1 (stereo unspecified)	1	0	0	1.1	-8	-14	-1	1.3	-1
CCN(CC)c1ccc(/C=N/Nc2ccccc2)c(O)c1	1	7	8	1	2	-6	1	1	-4
O=C(OCC(=O)N1CCc2ccccc21)C1=COCCO1	.	4	1	.	.	-2	-1	.	.
COc1ccc(CCNC(=O)C2CCN(S(=O)(=O)N3CCCCCC3)CC2)cc1OC	0.7	19	1	0.8	16	-18	4	1.3	31
O=C(Nc1ccccc1)C1C2CCC3C(CCC21)C3(Cl)Cl (stereo unspecified)	0.9	8	2	1	-1	-6	-2	1.1	9
Cc1n[nH]c(=O)nc1NC(C)c1ccccc1 (stereo unspecified)	1.2	17	-2	0.9	6	1	-5	1	-18
CCOc1ccc2ccccc2c1CNCCN1CCOCC1	0.9	8	2	0.7	31	-8	3	0.9	7
CCCCOC(=O)C1=C(C)Nc2ncnn2C1c1cccc(OC)c1 (stereo unspecified)	0.5	-14	7	0.3	68*	-4	3	1.1	51*
CC1CC=C2C(C#N)=C(N)C(C#N)(C#N)C(c3cccs3)C2C1 (stereo unspecified)	0.9	.	.	1	-2	.	.	1.4	14
CCOC(=O)c1cc2cc(C)ccc2[nH]1	0.9	-7	5	0.5	51*	-9	1	0.9	14
CCOc1cc(/C=C2/C(=O)ON=C2C)ccc1OCc1ccccc1F	0.9	i	4	0.9	14	-6	3	1.1	12
COc1ccc(NC(=O)C2CCN(S(=O)(=O)c3c(C)noc3C)CC2)cc1Cl	0.3	-12	2	0.2	78*	-3	10	0.8	68*
CC(C)c1nnc(SCC(=O)N2CCOCC2)n1C	.	-6	8	.	.	-12	0	.	.
O=C1NCCCc2nonc21	1.1	-8	9	1.2	-16	-17	4	0.9	-14
COc1cccc(OC)c1C(=O)NC(=S)N1CCN(c2ccc(C(F)(F)F)cc2[N+](=O)[O-])CC1	0.6	1	-2	0.6	36	-8	-4	1.2	42
COC(=O)[C@@H](NC(=O)NCc1cccs1)C(C)C	1	3	6	0.9	5	-2	-12	1	-2
O=C(Nc1cnc2ccccc2c1)c1cccnc1	0.8	15	5	1	-4	-10	0	1	16
CCc1cccc2c(SCC(=O)NCC3CCCO3)nc(-c3ccc(F)cc3)nc12 (stereo unspecified)	0.6	11	4	1	2	-8	-6	1.2	41
CC1Cc2nc(SCC(=O)N3CCc4ccccc43)n(C)c(=O)c2S1 (stereo unspecified)	0.1	-20	4	0.7	26	-7	1	1.2	93*
C/C(=N\NC(=O)COc1ccc([N+](=O)[O-])cc1)C(C)(C)C	0.9	0	1	0.8	23	-7	0	1	8
COc1ccccc1CNC(=O)CSc1nc(N)c(C#N)c(-c2cccs2)c1C#N	1	4	10	0.9	9	-4	-5	1.1	-1
Nc1nnnn1NCc1cccc(OCc2ccccc2)c1	0.5	12	10	0.7	28	-7	-5	1	47
COc1ccc(-n2c(C)n[nH]c2=O)cc1OC	0.8	-9	7	1.1	-7	-5	-1	0.8	15
COc1cccc2c1OC[C@@H](CO)[C@H]2N(C)C(=O)Nc1ccc(Cl)cc1	0.8	-19	7	0.9	14	-3	0	1.1	20
CC(C)Cn1c(CN(Cc2ccccc2)Cc2ccccc2)nc2c1c(=O)n(C)c(=O)n2C	0.3	-4	-6	0.8	18	-16	-1	1.4	72*
O=C(CCCn1c(=O)[nH]c2cc(Cl)ccc2c1=O)NC1CCCCCC1	0.6	-9	1	0.8	25	2	-2	0.8	36
COc1ccc(C(=O)COC(=O)c2ccc(NC(C)=O)cc2)cc1[N+](=O)[O-]	0.6	-27	8	0.7	30	-4	-2	1	40
CC(C)CC(NC(=O)C1CCC(C)CC1)C(=O)Nc1ccccn1 (stereo unspecified)	0.7	.	.	0.5	45	.	.	1.1	32
CCC(=O)Nc1cc(C(=O)OCC(=O)c2ccc(Cl)cc2Cl)ccc1C	1.7	19	9	0.8	22	0	12	1.1	-68
Cc1ccc(NS(=O)(=O)c2ccc(CCC(=O)NC3CC3)cc2)cc1	0.6	-25	1	0.6	42	-4	-5	0.8	40
CCOC(=O)c1c(NC(=O)COC(=O)c2c(C)noc2C)sc2c1CCC2	.	18	15	.	.	-8	2	.	.
Cn1c(NC(=O)c2ccc3c(c2)OCO3)cc(=O)n(C)c1=O	.	4	5	.	.	-7	-6	.	.
NC(=O)C1CCN(C2CC(=O)N(Cc3cccs3)C2=O)CC1 (stereo unspecified)	1	19	11	1	-1	1	-1	0.8	2
Cc1cc(NC(=O)c2cc(C(C)C)on2)nn1Cc1ccc(Cl)cc1	0.6	-6	16	0.3	65*	-9	1	1.2	40
COC(=O)c1cc(NC(=O)CC2SCCNC2=O)cc(C(=O)OC)c1 (stereo unspecified)	0.9	-2	-2	1	-4	-9	-1	1.1	14
COc1c(C)cc(S(=O)(=O)N2CCCC2)c(C)c1C	1.6	-1	0	0	96*	0	-6	1	-64
CN1CCC(OC(=O)c2cccc(Br)c2)CC1	0.6	18	13	0.8	20	4	-4	1	37
COc1ccc(N2CCN(C(=O)Cc3ccc(-n4c(=O)[nH]c5ccccc5c4=O)cc3)CC2)cc1	.	0	5	.	.	-9	4	.	.
O=C(c1cnccn1)N(Cc1ccco1)C1(C(=O)NC2CCCC2)CCCCC1	1	3	-3	0.9	8	-6	-4	1.4	5
Cn1c(NCc2ccco2)nc2c1c(=O)n(Cc1ccc(Cl)cc1)c(=O)n2C	0.8	-17	-1	0.7	25	-11	1	1	18
COc1ccc2oc(=O)c(C(=O)NCc3ccc4c(c3)OCO4)cc2c1	.	-22	2	.	.	-9	2	.	.
COc1nc(-c2ccccc2)ccc1-c1noc(-c2cccnc2)n1	0.9	-22	-2	0.8	18	-33	-1	1	6
Cc1c(Cl)c(C(F)(F)F)nn1CC(=O)NCc1ccccc1	.	-18	7	.	.	-9	4	.	.
CCC(C)NS(=O)(=O)c1ccc(NC(=O)c2c(-c3ccccc3)noc2C)cc1 (stereo unspecified)	0.4	-23	11	0.1	86*	0	3	1	62*
CCOC(=O)N1CCC(=C(C#N)C(=O)Nc2cc(OC)ccc2OC)CC1	1.1	-14	8	0.8	16	-11	6	1.1	-6
O=C(O)CCc1ccc(-c2cccs2)n1CCC(=O)O	1.1	0	-1	1.1	-6	-1	-7	1.1	-12
O=c1c(-c2ccccc2)coc2c(CN3CCOCC3)c(O)ccc12	0.9	.	.	0.9	10	.	.	1	8
Cc1ccc(CCNC(=O)C2CCCN(C(=O)N(C)C)C2)cc1 (stereo unspecified)	1	-10	1	0.9	14	-11	0	1	2
O=C(NCCN1CCOCC1)c1ccncc1	0.9	-1	4	0.2	81*	3	3	1.1	15
COC(=O)c1sccc1-c1ccc(C(=O)Nc2ccccc2)o1	0.8	-17	3	0.8	15	-7	-2	0.8	16

(further entries)
SMILES	CYP2C9 activ	PLK1 PBD inh	HIV Rev-RRE inh	CYP2C19 activ	CYP2C19 inh	PLK1 kinase inh	EphB4 ephrin blk	PLAP act	CYP2C9 inh
CC1=CC2=NC(=O)CC(C)(C(=O)N(CC(=O)NC(C)(C)C)C3CCCC3)N2C=C1 (stereo unspecified)	1.1	-1	0	1.1	-14	-7	2	0.9	-10
Cc1nc2ccc(F)cc2cc1C(=O)NCC1CCCO1 (stereo unspecified)	1.1	26	25	1	1	-3	-1	1	-11
CCOc1ccc(-c2nnn(CC(=O)Nc3cc(OC)cc(OC)c3)n2)cc1OCC	1	2	0	0.9	8	-18	-4	1.1	0
O=C(O)CCC(=O)N(Cc1cccnc1)Cc1cccc(F)c1	1	5	5	1	-3	-5	-9	1.1	-1
COc1ccc(OCCSc2nnc(-c3ccoc3C)n2C)cc1	0.3	43	0	0.3	74*	-8	-10	1.5	72*

In the list so far, these contain a Cl atom.
SMILES	CYP2C9 activ	PLK1 PBD inh	HIV Rev-RRE inh	CYP2C19 activ	CYP2C19 inh	PLK1 kinase inh	EphB4 ephrin blk	PLAP act	CYP2C9 inh
Cn1nnnc1SCC(=O)Nc1c(Cl)cccc1Cl	0.8	-25	12	0.9	10	-3	3	1	15
COCCCNC(=O)CCSc1ccc(Cl)cc1	0.8	.	.	0.5	46	.	.	0.9	20
O=C(Nc1ccccc1)C1C2CCC3C(CCC21)C3(Cl)Cl (stereo unspecified)	0.9	8	2	1	-1	-6	-2	1.1	9
COc1ccc(NC(=O)C2CCN(S(=O)(=O)c3c(C)noc3C)CC2)cc1Cl	0.3	-12	2	0.2	78*	-3	10	0.8	68*
COc1cccc2c1OC[C@@H](CO)[C@H]2N(C)C(=O)Nc1ccc(Cl)cc1	0.8	-19	7	0.9	14	-3	0	1.1	20
O=C(CCCn1c(=O)[nH]c2cc(Cl)ccc2c1=O)NC1CCCCCC1	0.6	-9	1	0.8	25	2	-2	0.8	36
CCC(=O)Nc1cc(C(=O)OCC(=O)c2ccc(Cl)cc2Cl)ccc1C	1.7	19	9	0.8	22	0	12	1.1	-68
Cc1cc(NC(=O)c2cc(C(C)C)on2)nn1Cc1ccc(Cl)cc1	0.6	-6	16	0.3	65*	-9	1	1.2	40
Cn1c(NCc2ccco2)nc2c1c(=O)n(Cc1ccc(Cl)cc1)c(=O)n2C	0.8	-17	-1	0.7	25	-11	1	1	18
Cc1c(Cl)c(C(F)(F)F)nn1CC(=O)NCc1ccccc1	.	-18	7	.	.	-9	4	.	.
